phage Ecoli inh – E. coli growth loss with phage present | growth absorbance | 360,000 compounds, 0.26% hits | AID 651602 | inhibition, % at 11.9 µM; in the data active = inhibition above about 11%
AddAB inh – less growth of phage-infected E. coli with AddAB; 330,000 compounds, 0.29% hits; inhibition, % at 11.9 µM; AID 435030; E. coli expressing H. pylori AddAB, absorbance growth; in the data active = inhibition above about 12%;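 note: 0% = vehicle wells of infected cells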
CAL PDZ FP-1 – inhibitors of human CAL PDZ peptide binding | AID 504414 | purified CAL PDZ, TMR-peptide fluorescence polarization, 1 h | 330,000 compounds, 0.02% hits | inhibition, % at 20 µM;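 active = highest replicate inhibition of at least 40%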;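 note: plate controls were DMSO neutral control wells for no effect and unlabeled competitor peptide control wells for full effect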
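material = purified tagged CAL PDZ domain construct (CerCALP) | buffer or medium = sodium phosphate/NaCl buffer pH 7.4 with TCEP, IgG, Thesit | reagent = TMR-labelled reporter peptide T*-PRC34 bound in PDZ groove | incubation = 1 h room-temperature incubation prior to read | measured by = fluorescence polarization (mP) | evaluation = percent inhibition from loss of millipolarization | control set = unlabelled peptide and DMSO controls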
Wnt act – Wnt/beta-catenin pathway activation | Wnt/beta-catenin reporter cell assay, activator, plate reader | activation, % at 9.35 µM | 300,000 compounds, 1.2% hits; in the data active = activation above about 30%, passing the limit was not always enough; inconclusive = no clear call, values can overlap the other calls;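 note: 0% = neutral control wells and 100% = positive control wells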
Tat export inh – E. coli Tat transport inhibition. E. coli MC4100 TorA-mCherry Tat export, fluorescence. inhibition, % at 10 µM. 340,000 compounds, 0.036% hits. AID 488895;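 active = mean replicate inhibition at least 50% and at least half of replicates individually reaching 50%; inconclusive = only one of the two criteria met; inactive = neither criterion met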;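 note: exported cargo escapes ClpAP degradation while cytoplasmic cargo is degraded and loses fluorescence; 0% = median of neutral control wells and 100% = median of NaSCN control wells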
SR-BI DiI-HDL act – SR-BI HDL lipid transfer activation; AID 504775; activation, % at 12.5 µM; 320,000 compounds, 0.096% hits; CHO ldlA[mSR-BI] cells, DiI-HDL uptake fluorescence, 3 h; 100 = double the neutral-control signal;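 active = mean replicate activation of at least 60% and every replicate at or above 60%; inconclusive = mean or all-replicate condition met, but not both; inactive = mean below 60% and not all replicates reaching 60%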;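 note: 0% = median plate neutral-control signal and 100% = twice that signal; values of inactives mirror those of a sister screen read the other way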
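Material – SR-BI-overexpressing, LDLR-lacking CHO cells · Medium – BSA-supplemented, HEPES-buffered Ham's F12, pH 7.4 · Doses – single concentration · Times – compound with DiI-HDL co-incubation, 3 h at 37 °C · Measured by – bottom-read fluorescence, 550/595 nm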
E coli growth – reduces bacterial viability in AddAB counter-screen | 330,000 compounds, 0.27% hits | E. coli V3065 growth, OD600 absorbance, 18 h | inhibition, % at 11.9 µM;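 active = inhibition above the campaign's mean inhibition across all tested compounds plus 3 SD, cut at about 9.9% in these data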;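 note: uninfected addAB+ strain grown without phage in ampicillin broth; 0% = DMSO wells and 100% = ciprofloxacin 0.95 µg/ml wells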
MITF act – activators of MITF-driven TRPM1 promoter activity in SK-MEL-5 cells. SK-MEL-5 TRPM1-promoter luciferase, 24 h; % of positive control, neutral wells = 0. activation, % at 12.5 µM. 300,000 compounds, 0.75% hits. AID 588334;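 active = mean activation of at least 80% with every replicate also reaching 80%; inconclusive = mean reaches 80% but some replicate falls short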;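 note: 0% = neutral control wells and 100% = parthenolide positive control wells; values of inactives mirror those of a sister screen read the other way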
CAL PDZ FP-2 – CAL PDZ (human) peptide binding inhibition; inhibition, % at 24.9 µM; AID 602252; purified CAL PDZ, TMR-peptide fluorescence polarization, 1 h; 300,000 compounds, 0.92% hits; Q9HD26;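 active = mean inhibition of at least 30% with at least half of replicates also reaching 30%; inconclusive = no clear call, values can overlap the other calls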;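 note: 0% = DMSO neutral control and 100% = excess unlabeled competitor peptide PRC23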
SR-BI HDL uptake – blocks mouse SR-BI lipid uptake from DiI-HDL | Q61009 | ldlA[mSR-BI] CHO cells, DiI-HDL uptake fluorescence, 3 h | inhibition, % at 12.5 µM | 320,000 compounds, 0.96% hits | AID 488896;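 active = mean replicate inhibition of at least 70% and a set share of replicates each scoring 70 or more; inconclusive = meets just one of the two criteria; inactive = fails both criteria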;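 note: 0% = median of neutral control wells and 100% = median of positive control wells; values of inactives mirror those of a sister screen read the other way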
Target sequence (Q61009 whole entry, looked up): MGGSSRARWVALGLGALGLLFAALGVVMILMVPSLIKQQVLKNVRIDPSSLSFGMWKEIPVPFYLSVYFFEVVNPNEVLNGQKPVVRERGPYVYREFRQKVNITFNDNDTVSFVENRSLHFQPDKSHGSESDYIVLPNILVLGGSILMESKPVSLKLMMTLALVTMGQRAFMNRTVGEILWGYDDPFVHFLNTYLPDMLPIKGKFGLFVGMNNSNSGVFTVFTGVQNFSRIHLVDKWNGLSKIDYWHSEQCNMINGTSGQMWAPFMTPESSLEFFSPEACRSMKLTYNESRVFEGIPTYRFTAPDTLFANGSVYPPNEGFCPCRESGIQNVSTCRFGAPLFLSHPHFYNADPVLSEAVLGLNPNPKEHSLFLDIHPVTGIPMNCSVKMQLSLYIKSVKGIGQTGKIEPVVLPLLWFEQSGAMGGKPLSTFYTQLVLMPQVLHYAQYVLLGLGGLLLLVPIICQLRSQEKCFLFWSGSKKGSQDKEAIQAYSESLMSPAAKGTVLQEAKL
* = called active by the depositor; ? = inconclusive; · = not tested or not shown. An unsorted share of the library; any-hit rate near 3.6%.

SMILES	phage Ecoli inh	AddAB inh	CAL PDZ FP-1	Wnt act	Tat export inh	SR-BI DiI-HDL act	E coli growth	MITF act	CAL PDZ FP-2	SR-BI HDL uptake
Cc1ccccc1OCCOCCN1CCCCCC1	2.8	-0.5	-1.1	-2.0	0.4	12.4	-0.2	7.8	-2.7	-12.4
C=CCN1CCN(C(c2ccc(OC)c(OC)c2)c2nnnn2C(C)(C)C)CC1 (centres undefined)	1.4	·	0.2	·	-10.5	23.0	·	0.6	-1.3	-23.0
CCn1c(SCC(=O)c2[nH]c(C)c(C(C)=O)c2C)nnc1-c1ccncc1	3.3	0.6	-0.8	-1.6	1.4	-49.8	0.1	-2.2	-4.8	49.8
CC(=O)c1cccc(N/C=C\C(=O)c2ccc(C)cc2)c1	1.9	1.9	-2.3	·	3.8	-27.8	-1.8	70.3	-2.7	27.8
Fc1ccc(-c2nnc(CN3CCN(c4ncc(C(F)(F)F)cc4Cl)CC3)o2)cc1	2.0	2.5	0.2	-1.3	5.8	6.2	0.3	·	-2.5	-6.2
O=c1c2ccccc2nc(SCc2ccccc2)n1CC1CCCO1 (centres undefined)	3.0	-1.8	-1.4	-1.2	3.6	-12.5	-1.6	-6.0	-4.4	12.5
COc1ccc(C)cc1NS(=O)(=O)c1ccc2c(c1)NC(=O)C(C)S2 (centres undefined)	2.6	-0.4	-3.8	-2.9	5.5	-5.3	-2.2	-15.7	-0.8	5.3
CCOc1ccc(-c2ccc(SCc3ccccn3)nn2)cc1	0.0	-1.6	-3.5	-0.4	-8.6	-5.8	0.2	52.3	3.3	5.8
O=C(O)C1=C[C@H](c2cccs2)C[C@H](OCCCCO)O1	1.1	2.7	1.4	1.9	0.0	0.8	1.9	-1.5	-5.6	-0.8
COc1ccc(-n2c(Cc3cccn3C)nnc2SCC(=O)Nc2cc(C)cc(C)c2)cc1	0.1	1.1	0.1	0.4	6.8	-18.4	1.5	-12.4	·	18.4
CC(C)CN1C(=O)C(=O)N(CC(=O)c2ccc3c(c2)OCO3)C1=O	-1.2	-0.1	-2.6	-0.8	3.3	-9.2	-2.0	18.8	-11.0	9.2
COc1ccc(NC(=O)c2cccc(-n3c(C)ccc3C)c2)c(OC)c1	0.5	-0.2	0.0	1.0	4.2	-64.8	-2.8	4.9	-2.4	64.8
Cc1sc2nc(COC(=O)c3ccc(N4CCCC(C)C4)c([N+](=O)[O-])c3)[nH]c(=O)c2c1C (centres undefined)	1.7	5.3	-0.4	·	3.6	-14.9	-0.7	1.4	-3.1	14.9
O=C(NC(=S)Nc1ccccc1N1CCCC1)c1ccco1	1.3	-1.0	-0.5	-0.2	-14.4	-7.1	-4.4	·	-4.1	7.1
O=C(COC(=O)c1ccc2ccccc2c1O)NCc1ccccc1	-1.0	-0.6	-1.0	2.2	-3.4	-3.5	-1.6	-21.2	0.9	3.5
Cc1ccc(Oc2nc3ccccc3n3c(C)nnc23)c(C)c1	1.3	1.7	-2.3	-6.2	-3.4	-25.2	0.6	9.0	-4.6	25.2
CN(c1ccccc1)S(=O)(=O)c1cccc(NC(=O)CN2C(=O)NC3(CCCCC3)C2=O)c1	0.8	2.0	-1.9	-3.2	4.6	-17.6	0.5	4.9	·	17.6
O=C(NCCCCCCNC(=O)N1CCCCCC1)N1CCCCCC1	1.4	1.4	-1.9	·	-4.8	15.9	-0.7	9.1	-2.0	-15.9
CC(C)Cc1nn2c(=O)cc(COc3ccc(NC(=O)c4ccco4)cc3)nc2s1	1.3	5.4	-2.5	-1.0	4.7	-4.7	-0.6	-2.4	-0.4	4.7
CCOC(=O)Nc1sc2c(c1C(N)=O)CCC(C)C2 (centres undefined)	4.7	1.1	-2.7	-2.3	-0.4	-65.2	1.1	1.6	-0.1	65.2
CCCCC[C@@H]1C=C(C(=O)O)[C@H](c2ccc(F)cc2)N1S(=O)(=O)c1ccc(C)cc1	2.9	1.3	-0.2	-0.2	2.2	7.3	-2.9	-5.2	8.1	-7.3
COc1ccc(N2CCN(c3ccc(NC(=O)c4ccc5c(c4)OCO5)cc3C#N)CC2)cc1	·	4.0	-3.2	·	-0.6	6.7	0.6	1.8	-4.6	-6.7
O=C(OCC(=O)c1ccc[nH]1)c1cncc(Br)c1	2.5	2.7	0.3	-1.2	14.8	7.6	0.0	13.0	-1.0	-7.6
O=C(CCN1c2ccccc2Sc2ccccc21)Nc1ccccc1	4.3	2.0	-1.5	·	9.6	-51.8	1.5	11.5	5.6	51.8
Fc1ccc(/C=N/Nc2cc(N3CCOCC3)ncn2)cc1	1.2	3.0	-0.4	26.5	2.4	-1.8	1.6	76.7	-2.8	1.8

Single records, as listed above. Order of screens: phage Ecoli inh, AddAB inh, CAL PDZ FP-1, Wnt act, Tat export inh, SR-BI DiI-HDL act, E coli growth, MITF act, CAL PDZ FP-2, SR-BI HDL uptake
CCOc1ccc(-c2ccc(SCc3ccccn3)nn2)cc1 in the list: 0.0, -1.6, -3.5, -0.4, -8.6, -5.8, 0.2, 52.3, 3.3, 5.8
CC(C)Cc1nn2c(=O)cc(COc3ccc(NC(=O)c4ccco4)cc3)nc2s1 in the list: 1.3, 5.4, -2.5, -1.0, 4.7, -4.7, -0.6, -2.4, -0.4, 4.7

A draw from above in order of SMILES length, rising:
SMILES	phage Ecoli inh	AddAB inh	CAL PDZ FP-1	Wnt act	Tat export inh	SR-BI DiI-HDL act	E coli growth	MITF act	CAL PDZ FP-2	SR-BI HDL uptake
CCOC(=O)Nc1sc2c(c1C(N)=O)CCC(C)C2 (centres undefined)	4.7	1.1	-2.7	-2.3	-0.4	-65.2	1.1	1.6	-0.1	65.2
O=c1c2ccccc2nc(SCc2ccccc2)n1CC1CCCO1 (centres undefined)	3.0	-1.8	-1.4	-1.2	3.6	-12.5	-1.6	-6.0	-4.4	12.5
CCCCC[C@@H]1C=C(C(=O)O)[C@H](c2ccc(F)cc2)N1S(=O)(=O)c1ccc(C)cc1	2.9	1.3	-0.2	-0.2	2.2	7.3	-2.9	-5.2	8.1	-7.3
Cc1sc2nc(COC(=O)c3ccc(N4CCCC(C)C4)c([N+](=O)[O-])c3)[nH]c(=O)c2c1C (centres undefined)	1.7	5.3	-0.4	·	3.6	-14.9	-0.7	1.4	-3.1	14.9

(cont.)
SMILES	phage Ecoli inh	AddAB inh	CAL PDZ FP-1	Wnt act	Tat export inh	SR-BI DiI-HDL act	E coli growth	MITF act	CAL PDZ FP-2	SR-BI HDL uptake
COc1ccc(C(c2nnnn2C(C)(C)C)N2CCN(c3nc4ccccc4s3)CC2)cc1OC (centres undefined)	7.5	·	-0.8	-2.4	-3.4	9.0	·	·	-5.4	-9.0
Cn1nnc(NC(=S)NC(=O)c2cccc3c(Cl)cccc23)n1	0.7	2.7	-3.4	-1.5	-3.3	-6.6	0.5	-4.9	-1.8	6.6
CCOc1ccc(C(=O)CCC(=O)Nc2ccncc2)cc1	3.8	0.3	-0.4	-0.5	-3.3	-2.7	-0.9	-8.7	5.5	2.7
CC1CCC(NC(=O)CCC(=O)N2CC(C)Oc3ccccc32)CC1 (centres undefined)	3.3	5.3	0.4	10.9	1.4	-13.5	-4.5	61.8	·	13.5
Cc1ccc(CSCC(=O)N(C)CC(=O)Nc2cccc(F)c2)cc1	-0.3	0.0	-2.2	0.0	-1.7	6.2	-0.5	5.2	-2.0	-6.2
COc1ccc(NC(=O)CN(C)C(=O)c2c(C)nn(Cc3ccc(C)cc3)c2Cl)cc1	-2.9	2.7	0.0	2.5	-1.8	-5.6	-0.7	-8.9	·	5.6
COc1ccc(OCc2cc(C(=O)N3CCSCC3)no2)c(Cl)c1	3.1	1.5	-2.6	27.1	22.5	13.5	2.1	?	-5.8	-13.5
O=C(N[C@@H]1CCC(=O)N(CC[C@H](Sc2ccccc2)c2ccccc2)CC1)OCc1ccccc1	1.9	1.3	0.0	-1.3	9.5	-45.8	-2.6	0.7	-0.1	45.8
Cc1ccc(NC(=O)CSc2n[nH]c(-c3ccncc3)n2)cc1C	1.4	-2.0	-0.4	·	-2.6	15.4	-1.6	-12.9	-4.4	-15.4
CC(C1CC1)N(C(=O)c1ccccc1[N+](=O)[O-])c1ccccc1 (centres undefined)	0.7	0.4	-1.5	-1.8	3.2	6.9	-1.0	4.7	6.5	-6.9
CCOC(=O)CC1C(=O)NCCN1C(=O)c1cccc(OC)c1 (centres undefined)	3.2	-1.1	-0.6	1.4	5.1	21.5	1.2	7.0	2.7	-21.5
CCN(C(=O)c1ccncc1)c1c(N)n(Cc2ccccc2)c(=O)[nH]c1=O	1.9	·	-2.3	3.0	-7.4	-20.9	·	9.2	-3.7	20.9
CCSc1nnc(NC(=O)c2cccc(OCc3c(C)noc3C)c2)s1	2.2	5.4	-0.3	·	2.7	-33.7	0.0	·	-0.3	33.7
O=c1c2ccccc2nnn1CSc1nnc(COc2ccc(Cl)cc2)n1Cc1ccco1	1.9	1.7	-2.7	·	5.5	-6.5	3.0	-3.0	-3.7	6.5
Cc1ccccc1NC(=O)Cc1nc(COC(=O)c2cc(Cl)ccc2O)cs1	-0.4	6.8	-2.6	-0.2	-4.9	12.2	2.5	0.3	0.3	-12.2
COc1ccc(CCNC(=O)c2ccc3c(c2)S(=O)(=O)N=C2CCCCCN23)cc1	3.7	1.3	-1.3	1.9	3.7	4.4	0.6	2.4	-4.1	-4.4
O=S(=O)(Nc1ccc(-n2cccc2)cc1)c1ccccc1	1.2	7.1	-0.8	·	2.8	-5.2	1.1	-4.9	-5.8	5.2
Cc1cccc(C)c1Nc1c(-c2ccc(N3CCOCC3)cc2)nc2ncccn12	2.5	-0.2	9.6	-2.3	-9.7	-2.8	-2.1	·	·	2.8
Cc1ccc(CN2CCN(C(=O)c3ccco3)CC2)cc1	2.9	-0.2	-1.3	·	1.7	0.5	0.2	4.4	0.0	-0.5
Cn1c(=O)c(-[n+]2ccccc2)c([O-])c2ccccc21	0.3	1.2	-1.2	-1.8	-0.3	9.0	-1.3	·	-0.5	-9.0
O=C(Nc1nc2c(cc3c4c(cccc42)CC3)s1)c1ccccc1Cl	4.2	3.1	-2.9	10.3	-3.1	-76.0	-1.9	18.9	10.3	76.0*
COc1ccc(N(C)C(=O)c2cn(C)c(=O)c3cc(OC)c(OC)cc23)cc1	0.2	1.1	0.2	1.9	11.1	-9.2	1.0	4.8	-4.5	9.2
